# Screening results (PubChem)
# TDP1 block = blocks human tyrosyl-DNA phosphodiesterase 1; Q9NUW8; recombinant TDP1, AlphaScreen DNA substrate cleavage; Potency, µM (titrated, usually from 130 µM), for inactives: at the top dose activity change, negative = inhibition, most hits filed as inhibitors; 350,000 tested, 0.28% active; also: nearly all actives have a fitted effect of over 40% in size
# Target sequence (Q9NUW8 whole entry, looked up): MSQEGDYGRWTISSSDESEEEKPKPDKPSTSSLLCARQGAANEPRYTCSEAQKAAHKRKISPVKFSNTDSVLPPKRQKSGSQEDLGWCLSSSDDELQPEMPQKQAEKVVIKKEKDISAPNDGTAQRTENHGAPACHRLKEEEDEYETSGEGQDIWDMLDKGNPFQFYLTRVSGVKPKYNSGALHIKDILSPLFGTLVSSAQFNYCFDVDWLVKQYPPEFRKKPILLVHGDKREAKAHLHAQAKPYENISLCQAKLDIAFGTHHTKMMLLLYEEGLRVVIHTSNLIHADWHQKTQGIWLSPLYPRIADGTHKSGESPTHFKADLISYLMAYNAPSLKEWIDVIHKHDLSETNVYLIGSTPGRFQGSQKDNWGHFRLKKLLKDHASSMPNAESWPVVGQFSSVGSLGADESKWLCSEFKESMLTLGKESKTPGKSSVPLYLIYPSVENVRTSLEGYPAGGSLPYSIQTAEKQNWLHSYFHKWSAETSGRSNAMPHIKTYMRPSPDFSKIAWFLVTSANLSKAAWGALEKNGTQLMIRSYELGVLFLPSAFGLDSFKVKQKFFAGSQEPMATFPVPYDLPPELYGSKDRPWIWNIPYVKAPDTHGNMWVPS
#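 Recombinant human Tdp1 (E. coli-expressed, 1 nM final) preincubated with compounds 15 min at room temperature, then 5'-biotin/3'-phosphotyrosine-FITC DNA substrate (15 nM final) added for 5 min. AlphaScreen beads (10 ug/ml final) added 10 min; cleavage lowers signal.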
# FEN1 inh = human FEN1 inhibition. AID 588795. 390,000 tested, 0.35% active. Recombinant FEN1 flap cleavage, fluorescence, 15 min. Potency, µM (doses to about 114 µM), for the others: top-dose activity change, negative = inhibition, most hits filed as inhibitors; also: nearly all actives have a fitted effect of over 65% in size
# Target sequence (P39748 whole entry, looked up): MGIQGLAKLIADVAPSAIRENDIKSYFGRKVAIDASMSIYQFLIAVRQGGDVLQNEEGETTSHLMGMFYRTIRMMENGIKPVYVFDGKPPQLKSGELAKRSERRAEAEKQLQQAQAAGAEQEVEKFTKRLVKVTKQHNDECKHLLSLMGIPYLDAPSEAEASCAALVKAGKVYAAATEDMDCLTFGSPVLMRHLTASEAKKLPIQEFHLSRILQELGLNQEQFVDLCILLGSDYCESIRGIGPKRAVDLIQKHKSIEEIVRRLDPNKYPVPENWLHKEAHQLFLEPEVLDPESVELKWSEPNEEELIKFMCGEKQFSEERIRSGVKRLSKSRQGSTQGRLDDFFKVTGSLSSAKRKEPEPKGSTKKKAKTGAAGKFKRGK
#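 Potency values derive from four-parameter Hill fits of normalized qHTS data. The reaction used 10 nM FEN1 preincubated 15 min at room temperature with compound, then 50 nM DNA substrate, read at 0 and 15 min.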
# N370S GC = inhibits or activates N370S mutant glucocerebrosidase; P04062; N370S GC spleen homogenate, 4MU-glucoside fluorescence; Potency, µM (series often up to 59.4 µM), inactives show at the top dose activity change, negative = inhibition, hits mostly inhibitors; 330,000 tested, 0.092% active;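 also: 0% = full enzyme activity and -100% = no enzyme basal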
# The depositor's hits bear a star; ? = inconclusive; / = no result given; & = joins results of further samples; [ ] = another dose, or the depositor's remark. Calls follow the shape of the dose curve; as a rule, active = well fitted curve in the direction sought with a large enough effect; inconclusive = small, poorly fitted or top-dose-only effect, or another doubt; inactive = no such curve, though single readings can be large; an effect the other way counts as inactive or inconclusive. Unless noted, % is scaled to controls: 0 for no effect and ±100 for the full control effect; potency is read from the fitted curve at half-maximal effect.
# Results follow in this order: TDP1 block, FEN1 inh, N370S GC
- CC(C)(C)c1cc(NC(=O)c2ccco2)n(-c2ccccc2)n1
    5.8%, 14.0%, 9.3%
- Cc1ccc(NS(=O)(=O)c2ccc3c(c2)oc(=O)n3C)cc1C
    -0.7%, -11.2%, -5.9%
- Cc1nn(CC(=O)N(C)C2CCS(=O)(=O)C2)c(C)c1S(=O)(=O)N(C)C (stereo not given)
    0.1%, -0.2%, /
- O=C(NC1CCCC1)C1CCCN1C(=O)Nc1ccccc1Cl (stereo not given)
    -1.0%, 12.6%, 5.7%
- CCOc1ccc(N(CC)C(=O)c2noc3c2COc2ccc(C)cc2-3)cc1
    -2.6%, 13.4%, /
- Cc1onc(-c2ccccc2Cl)c1C(=O)OCC(=O)Nc1cccc(S(=O)(=O)N(C)C)c1
    8.9%, -11.7%, -10.7%
- COc1ccc(C/C(N)=N/OC(=O)c2cccs2)cc1
    8.0%, 17.3%, 6.4%
- Cn1c(SCC(=O)NC2CC2)nnc1-c1ccc(Cl)cc1
    0.5%[56.1 µM], 18.9%, /
- O=C(O)CCC1(c2ccccc2)NC(=O)NC1=O (stereo not given)
    1.4%, 14.7%, -7.4%
- COc1cccc(C(=O)Oc2c(Sc3ccc(C)cc3)c(C)nn2C(C)(C)C)c1OC
    -2.9%, ?, /
- COC(=O)c1ccc2[nH]c(C(C)(C)O)c(C)c2c1
    /, -5.3%, -6.8%
- Cc1cc(N2CCN(C(=O)OC(C)(C)C)CC2)n2ncnc2n1
    -2.0%, -1.8%, -4.2%
- O=C(OCc1ccc(Br)cc1)c1ccncc1
    5.1%, 16.8%, 6.8%
- Oc1ccc(CN2CCN(Cc3ccccc3)CC2)c2cccnc12
    0.0%, ?, -3.7%
- CCOC(=O)C1CCN(C(=O)COc2cc(C)c(Br)cc2C)CC1
    0.0%, 14.6%, 7.9%
- COc1ccc(NS(=O)(=O)c2cccc(NC(=O)CNC(C)=O)c2)cc1
    /, -11.5%, -10.8%
- Cc1cnc(C(=O)OCC(=O)NC2CCCC(C)C2C)cn1 (stereo not given)
    0.0%, -10.8%, -7.0%
- COc1ccccc1-c1nn2c(=O)cc(CN3CCN(C(=O)/C=C/c4ccccc4)CC3)nc2s1
    8.1%, -10.8%, /
- CN(C)NC(=S)Nc1cccc(Cl)c1
    4.7%, 1.6%, 6.5%
- O=C(CCl)NC(Cc1c[nH]c2ccc(OCc3ccccc3)cc12)C(=O)O (stereo not given)
    3.4%, 18.5%, 1.5%
- CCc1noc(C)c1C(=O)OC(C)C(=O)Nc1ccc2c(c1)OCO2 (stereo not given)
    0.6%, 5.9%, /
- CCOC(=O)c1c(NC(=S)Nc2ccc(OCC)cc2)sc2c1CCN(C)C2
    7.7%, -12.6%, -5.7%
- Cc1cccc(N(C(=O)CNC(=O)c2ccco2)C(C(=O)NCC2CCCO2)c2ccccc2)c1 (stereo not given)
    1.2%, -3.7%, -4.1%
- CC(C)Oc1ccccc1OCCCCn1cnc2ccccc2c1=O
    0.0%, 19.5%, -0.1%
- CC1=NN(c2ccccc2)C(=O)C1C(=O)C(=O)Nc1ccc(F)cc1 (stereo not given)
    8.1%, 5.6%, -2.2%
- CN(Cc1ccc2nsnc2c1)Cc1nc(Cc2cccc(F)c2)no1
    0.0%, -6.8%, 7.8%
- COc1cc(C(=O)Oc2cccc(/C=N/NC(=O)c3cccnc3)c2)cc(OC)c1OC
    /, -4.0%, -7.0%
- CCOC(=O)C1CCCN(C(=O)Cn2ncc3c([nH]c4ccccc43)c2=O)C1 (stereo not given)
    1.4%&7.5%, 17.5%&2.3%, -1.2%
- Cc1cc(C(=O)Nc2nnc(C(F)(F)F)s2)cs1
    -0.6%, 4.6%, -11.3%
- CCOC(=O)c1nnn(CC(=O)NC(=O)Nc2ccc(F)cc2)c1C(=O)OCC
    3.5%&5.9%, 9.1%&-2.2%, 2.4%
- CC(=O)c1ccc(NC(=O)c2ccc([N+](=O)[O-])o2)cc1
    4.2%, ?, -1.9%
- CC(C)CCNC(=S)Nc1ccccn1
    7.7%, 14.6%, 1.2%
- COCCCn1c(=O)c2sccc2n2c(CCCC(=O)N3CCN(c4ccccn4)CC3)nnc12
    3.8%, -4.0%, -20.2%
- COc1cc(C(=O)O)c([N+](=O)[O-])c(OC)c1OC
    5.7%, -1.8%, -0.6%
- Cc1sc2nc(CSCC(=O)NC3(C#N)CCCCC3)[nH]c(=O)c2c1C
    0.9%, 13.4%, /
- COc1ccccc1NC(=O)CSc1nc(O)cc(=O)n1C
    5.4%, -6.5%, 5.5%
- Cc1coc2c(C)c3oc(=O)c(CC(=O)NCCc4ccc(Cl)cc4)c(C)c3cc12
    2.3%, 0.2%, /
- COC(=O)[C@H](C)NC(=O)N1CCC(Cc2ccccc2)CC1
    /, -1.8%, -1.9%
- COc1ccc(N2CCN(C3CCCN(Cc4ccc(F)cc4)C3)CC2)cc1 (stereo not given)
    4.8%, 12.4%, 1.4%
- CN(C(=O)COC(=O)C1CCN(S(=O)(=O)c2ccc3c(c2)OCCO3)CC1)c1ccccc1
    0.0%, -5.4%, -8.8%
- COCC(=O)N(C)C[C@H]1N[C@@](Cc2ccccc2)(C(=O)OC)[C@H]2C(=O)N(C)C(=O)[C@@H]12
    0.0%, -2.5%, /
- COc1ccc(/C=N/NC(=O)Cn2c(Cc3ccc(OC)c(OC)c3)nc3ccccc32)cc1
    1.8%, 0.4%, 1.7%
- COc1ccc2cc(C(=O)NCc3ccc4c(c3)CCN4C(=O)c3ccccc3)[nH]c2c1
    1.5%, 12.6%, /
- COc1ccc(C(CNC(=O)CCC(=O)c2ccc(C)s2)N2CCOCC2)cc1 (stereo not given)
    1.0%, 19.5%, /
- COc1cccc2sc(N(CCN(C)C)C(=O)/C=C/c3cccs3)nc12
    4.6%, -4.1%, -6.7%
- CCC(C)NC(=O)C1CCN(S(=O)(=O)c2ccc3nc4c(c(C(=O)O)c3c2)CCCCC4)CC1 (stereo not given)
    4.4%, 0.4%, -14.2%
- O=C(N1CCN(c2ccccc2F)CC1)C1(S(=O)(=O)c2ccc(Cl)cc2)CC1
    -9.4%, 5.0%, -0.1%
- CCOC(=O)c1c(NC(=O)CSc2nc3cc(Cl)ccc3s2)sc(C(C)=O)c1C
    0.0%, /, 7.8%
- CC(C)CN(C(=O)COC(=O)c1ccc(Br)o1)c1c(N)n(Cc2ccccc2)c(=O)[nH]c1=O
    /, 1.3%, -9.0%
- COCC#Cc1ccc(C2C(C)CCC3C(=O)N4C(CCC(C)C4c4ccc(C#CCOC)cc4)C(=O)N32)cc1 (stereo not given)
    7.9%[21 µM], /, -17.6%[12.8 µM]

# Additional results follow:
# Results follow in this order: TDP1 block, FEN1 inh, N370S GC
- CC(C)c1ccc(C2C3CSCC=C3C(C#N)=C(N)C2(C#N)C#N)cc1 (stereo not given)
    10.1%, /, -4.6%
- CCN1C(=O)N/C(=C/c2ccc(C)o2)C1=O
    -14.7%, 11.7%, 7.8%
- CCc1cccc(C)c1NC(=O)CCn1nc(C)c2c(C)n(-c3ccccc3)nc2c1=O
    0.0%, 3.3%, /
- CC(=O)Nc1ccc(S(=O)(=O)N(C)CC(=O)OCC(=O)c2ccc[nH]2)cc1
    -1.6%, -2.0%, /
- COc1cc(CNCCc2ccc(S(N)(=O)=O)cc2)ccc1OCC(=O)N1CCCCC1
    3.0%, 1.5%, -21.0%
- O=C(CN1CCN(S(=O)(=O)c2ccc(Cl)cc2)CC1)NC1CCCC1
    1.6%, 19.1%, -5.6%
- Cc1cccc(CCNC(=O)Cn2ncc3c([nH]c4ccccc43)c2=O)c1
    0.8%, 22.9%, -6.8%
- CN(Cc1cccnc1)Cc1cn(Cc2ccccc2)nc1-c1ccc2c(c1)OCO2
    4.9%, -4.9%, 12.0%
- COc1cc(OC)cc(-c2c(C#Cc3ccsc3)c3cc(-c4ccc5[nH]ccc5c4)ccc3n2C)c1
    0.2%, -2.1%, /
- COC(=O)C12CC3CC(C1)CC(n1cnc(Cl)n1)(C3)C2
    -1.7%, 6.3%, 13.6%

# Given as labelled records: 4 of the compounds above
COc1cc(CNCCc2ccc(S(N)(=O)=O)cc2)ccc1OCC(=O)N1CCCCC1
  TDP1 block: 3.0%; FEN1 inh: 1.5%; N370S GC: -21.0%
O=C(CN1CCN(S(=O)(=O)c2ccc(Cl)cc2)CC1)NC1CCCC1
  TDP1 block: 1.6%; FEN1 inh: 19.1%; N370S GC: -5.6%
Cc1cccc(CCNC(=O)Cn2ncc3c([nH]c4ccccc43)c2=O)c1
  TDP1 block: 0.8%; FEN1 inh: 22.9%; N370S GC: -6.8%
CN(Cc1cccnc1)Cc1cn(Cc2ccccc2)nc1-c1ccc2c(c1)OCO2
  TDP1 block: 4.9%; FEN1 inh: -4.9%; N370S GC: 12.0%

# (listing goes on)
# Results follow in this order: TDP1 block, FEN1 inh, N370S GC
- CC(=O)N1c2ccc(S(=O)(=O)NCCC(=O)NC3CCC(C)CC3)cc2CC1C (stereo not given)
    0.3%, 0.1%, -8.2%
- COc1ccc(/C=C2\SC(=S)N(CCC(=O)Nc3ccccc3C(=O)O)C2=O)cc1
    /, -20.9%, -8.4%
- COc1ccccc1C(=O)NCC(=O)OCc1csc(-c2ccccc2)n1
    2.7%, -14.9%, -4.8%
- COc1cccc(NC(=O)Nc2cc(NC(=O)Nc3cccc(OC)c3)c(C)nc2C)c1
    3.0%, -3.9%, -8.5%
- COc1ccc(CCNC(=O)COc2nsnc2N2CCOCC2)cc1OC
    2.9%, 1.5%, 3.8%
- COc1ccc(-c2cc(C(F)(F)F)n3nc(C(=O)N4CCOCC4)nc3n2)cc1
    3.3%, 3.6%, 1.2%
- COc1ccc(Cn2c(=O)c3c(nc(NCCO)n3C)n(C)c2=O)cc1
    2.1%, -4.0%, -11.4%
- Cc1cccc(OCC(=O)Nc2ccc3c(c2)C(=O)NC3=O)c1
    -1.8%, -8.3%, 3.2%
- O=C(OCC1CCCO1)c1ccc2c(c1)N(Cc1cccc(Cl)c1)C(=O)c1ccccc1S2(=O)=O (stereo not given)
    2.6%, 9.7%, /
- COCc1nc2oc3ccc(C)cc3c(=O)c2cc1C(=O)OC
    /, -15.7%, -0.5%
- Cc1ccc(N2CC(C(=O)Nc3ccc(Cl)cc3Cl)CC2=O)cc1 (stereo not given)
    4.0%[12.3 µM], -1.6%, /
- CC(C)(C)NC(=O)C(c1ccncc1)N(C(=O)c1csnn1)C1CC1 (stereo not given)
    -6.2%, 4.1%, -1.6%
- O=C(CN1C(=O)S/C(=C\c2ccccc2F)C1=O)NCCCn1ccnc1
    3.5%, 2.1%, -21.8%
- COCCCNC(=O)C1CCCN(S(=O)(=O)c2cccc3nsnc23)C1 (stereo not given)
    3.1%, 19.6%, 11.1%
- O=C(CCCn1c(=O)oc2ccccc21)N1CCN(c2ccc(F)cc2)CC1
    6.0%, 3.8%, 26.2%
- CCN(c1cccc(C)c1)S(=O)(=O)c1ccc(-c2cc(C)no2)s1
    -6.1%, 6.3%, ?
- CN(CC(=O)Nc1ccccc1Cl)S(=O)(=O)c1ccc(C(=O)N2CCOCC2)s1
    -1.2%, -1.3%, /
- COc1cccc(/C=C(\CC(=O)O)c2nc3ccccc3s2)c1
    2.3%, 2.6%, 9.1%
- CCCCOc1ccc(NC2=NC3(CCCC3)N=C(N)N2)cc1
    1.1%, -0.1%, -6.4%
- O=C(/C=C/c1ccc(F)cc1)Nc1nc2ccccc2[nH]1
    2.7%, /, 1.5%
- Fc1ccc(SCCc2ccccn2)cc1
    0.0%&2.4%, 5.7%&7.0%, -26.7%&4.8%
- Cc1ccc(NC(=O)CN(C)C(=S)NC2CC2)cc1
    -2.5%, -5.0%, -2.0%
- CCCN1C(=O)/C(=C/C=C2\N(CC)c3ccccc3C2(C)C)SC1=S
    7.8%, ?, 9.3%
- CC(C)[C@H](NS(=O)(=O)c1ccccc1)C(=O)OCC(=O)NCc1ccc2c(c1)OCO2
    0.4%, 0.9%, /
- CCN(Cc1ccccc1)C(=O)CC1Oc2ccccc2NC1=O (stereo not given)
    -2.0%, 19.1%, 20.0%
- CCOCCCN(C(=O)Cn1nnc(-c2ccc(C)o2)n1)C(C(=O)NC1CCCC1)c1ccc(C)o1 (stereo not given)
    5.4%, 6.1%, 0.7%
- CC(C)(C)OC(=O)NCCCC[C@@H](C(=O)NCCCCCCCCCCC(=O)N1CCN(C(=O)OC(C)(C)C)CC1)n1cc(CCCC(=O)O)nn1
    6.8%, -16.0%, -14.2%
- CCN(CC)C(=O)Cn1c(=O)n(CCCCCC(=O)NCc2ccc(C)cc2)c(=O)c2sccc21
    3.6%, 21.9%, /
- Cc1nc2nc(CSc3nc4ccccc4s3)cc(=O)n2[nH]1
    0.0%, 0.9%, 1.6%
- CSc1ncc(Cl)c(C(=O)Nc2ccc(NC(C)=O)cc2)n1
    -2.5%&2.5%, 13.0%&-4.8%, 2.2%
